AGP1 TOR yeast: modulators of TOR pathway AGP1-GFP in S. cerevisiae; AID 2066; GFP response vs DMSO, % at 10 µM; actives 0.02% (n = 320,000); S. cerevisiae AGP1-GFP multiplex flow cytometry, 3 h; GFP as percent of DMSO wells;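 active means GFP response relative to DMSO above a set limit, near screen average plus 3 SD, cut at about 150% in these data; inconclusive means fewer than 70 cells counted for the yeast strain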;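 further: median GFP channel fluorescence of the gated AGP1 strain per well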
CR mimetic SO: yeast age-related superoxide inhibition as caloric restriction mimetic; actives 0.18% (n = 330,000); AID 2690; superoxide response (% of plate mean), % at 10 µM; S. cerevisiae aged cells, superoxide DHE fluorescence; stronger effect = lower value;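 active means superoxide response under a set limit, about three screen SD below normal, cut at about 65% in these data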;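 further: yeast aged for seven days with compound at 30 °C before DHE staining; 100% = average MFI of all compound-treated wells on the plate with controls excluded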
CIT2 TOR yeast: alters CIT2-GFP fluorescence in TOR pathway yeast screen | S. cerevisiae CIT2-GFP strain, flow cytometry, 3 h; 100 means same as DMSO wells | GFP response vs DMSO, % at 10 µM | actives 0.065% (n = 320,000) | AID 2029;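 active means GFP response relative to DMSO above a set limit, near the screen mean plus 3 SD, cut at about 150% in these data; inconclusive means Fewer than 70 cells measured for a yeast strain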;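 further: ratio of well median GFP fluorescence to mean of DMSO wells on the plate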
AHR activator: human AHR activation | P35869 | AHR-responsive luciferase reporter cells, luminescence | activation, % at 5 µM | actives 2.5% (n = 320,000) | AID 2796; in the data active means activation above about 47%;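 further: 0% = vehicle wells and 100% = reference agonist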
Target sequence (P35869 whole entry, looked up): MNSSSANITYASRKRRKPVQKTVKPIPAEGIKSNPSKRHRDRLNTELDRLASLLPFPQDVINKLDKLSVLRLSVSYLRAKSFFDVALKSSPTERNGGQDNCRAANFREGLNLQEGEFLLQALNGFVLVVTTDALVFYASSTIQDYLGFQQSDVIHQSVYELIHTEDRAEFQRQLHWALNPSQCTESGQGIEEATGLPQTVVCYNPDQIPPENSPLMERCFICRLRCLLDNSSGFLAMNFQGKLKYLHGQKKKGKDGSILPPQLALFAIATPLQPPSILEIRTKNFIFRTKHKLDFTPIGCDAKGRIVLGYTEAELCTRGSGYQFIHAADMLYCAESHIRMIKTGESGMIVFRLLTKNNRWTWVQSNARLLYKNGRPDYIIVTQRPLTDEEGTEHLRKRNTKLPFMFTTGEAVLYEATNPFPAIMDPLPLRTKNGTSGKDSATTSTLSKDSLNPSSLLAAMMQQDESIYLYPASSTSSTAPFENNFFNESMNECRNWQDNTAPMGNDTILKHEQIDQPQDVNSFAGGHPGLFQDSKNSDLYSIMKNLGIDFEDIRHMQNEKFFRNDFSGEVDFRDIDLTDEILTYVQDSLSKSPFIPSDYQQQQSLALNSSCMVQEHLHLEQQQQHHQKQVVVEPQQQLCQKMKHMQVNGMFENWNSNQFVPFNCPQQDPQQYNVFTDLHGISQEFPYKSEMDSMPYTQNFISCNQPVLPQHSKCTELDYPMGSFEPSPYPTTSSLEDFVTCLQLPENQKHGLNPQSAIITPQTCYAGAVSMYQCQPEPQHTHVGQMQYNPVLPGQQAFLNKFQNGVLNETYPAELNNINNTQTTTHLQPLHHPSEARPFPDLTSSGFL
LAP4 TOR yeast: modulators of TOR pathway LAP4-GFP in S. cerevisiae | S. cerevisiae LAP4-GFP multiplex, flow cytometry GFP, 3 h; median GFP as percent of DMSO wells | AID 2023 | actives 0.34% (n = 320,000) | GFP response vs DMSO, % at 10 µM;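 active means GFP response vs DMSO above a set limit, about the screen mean plus 3 SD, cut at about 150% in these data; inconclusive means under 70 cell events counted for the yeast strain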
MEP2-GFP yeast: yeast TOR pathway MEP2-GFP modulation | actives 0.51% (n = 330,000) | GFP response vs DMSO, % at 10 µM | S. cerevisiae MEP2-GFP strain, flow cytometry GFP, 3 h; 100% = DMSO control level;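 active means GFP response versus DMSO above a set limit, roughly screen mean plus 3 SD, cut at about 180% in these data; inconclusive means fewer than 70 cells counted for a yeast strain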;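 further: median GFP fluorescence of the barcode-gated MEP2-GFP cells per well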
RPL19A-GFP yeast: alters RPL19A-GFP fluorescence in TOR pathway yeast screen. actives 0.3% (n = 330,000). S. cerevisiae RPL19A-GFP strain, flow cytometry, 3 h; stronger effect = lower value. percent response vs DMSO, % at 10 µM;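 active means percent response vs DMSO below 50%; inconclusive means fewer than 70 events counted for the yeast strain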;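 further: median channel GFP fluorescence of the barcoded RPL19A-GFP strain; ratio of sample median GFP to plate DMSO average so 100% = DMSO; lower means less RPL19A-GFP as with rapamycin TOR inhibition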
Efflux pump inh: blocks antifungal efflux pumps in multiplex yeast assay. S. cerevisiae Candida pump triplex, Nile Red efflux. actives 0.44% (n = 330,000). inhibition, % at 10 µM;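 active means plate passing quality check with inhibition over a set limit, or well fluorescence over plate mean plus 4 SD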;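 further: Nile Red retained in pooled yeast measured as flow cytometry median fluorescence; 0% = buffer negative control and 100% = Enniatin B positive control; higher means more Nile Red kept so more efflux inhibition; some compounds called inactive have numbers as strong as hits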
Active calls of the source: *; [ ] = remark or other dose. Compounds were not picked by outcome; any-hit rate near 3.9%.

Screening COc1ccc(S(=O)(=O)N2CCC(n3cnc4ccccc43)CC2)cc1 returned AGP1 TOR yeast 98, CR mimetic SO 85, CIT2 TOR yeast 98, AHR activator 0, LAP4 TOR yeast 97, MEP2-GFP yeast 104, RPL19A-GFP yeast 96 and Efflux pump inh 0.0.
For COc1ccc(C2NC(Cc3ccccc3)(C(=O)O)C3C(=O)N(c4ccccc4OC)C(=O)C23)cc1 (stereo not drawn) the results were AGP1 TOR yeast 86, CR mimetic SO 93, CIT2 TOR yeast 91, AHR activator -1, LAP4 TOR yeast 84, MEP2-GFP yeast 96, RPL19A-GFP yeast 88 and Efflux pump inh -0.1.
For O=C1c2ccccc2S(=O)(=O)N1CC(O)Cn1c2ccccc2c2ccccc21 (stereo not drawn) the results were AGP1 TOR yeast 93, CR mimetic SO 122, CIT2 TOR yeast 87, AHR activator 35, LAP4 TOR yeast 150, MEP2-GFP yeast 131, RPL19A-GFP yeast 84 and Efflux pump inh 0.2.
For Cc1ccc(C(=O)NCC(=O)OCCCOC(=O)CNC(=O)c2ccc(C)cc2)cc1 the results were AGP1 TOR yeast 103, CR mimetic SO 96, CIT2 TOR yeast 94, AHR activator 2, LAP4 TOR yeast 98, MEP2-GFP yeast 96, RPL19A-GFP yeast 97 and Efflux pump inh 0.0.
Cc1cc2nc(-c3ccc(SCC(=O)N4CCc5ccccc54)nc3)[nH]c2cc1C was read as AGP1 TOR yeast 105, CR mimetic SO 104, CIT2 TOR yeast 105, AHR activator 22, LAP4 TOR yeast 107, MEP2-GFP yeast 109, RPL19A-GFP yeast 103 and Efflux pump inh 0.1.
CCNC(=S)N/N=C/c1cc(C)n(-c2ccc(Cl)cc2)c1C was read as AGP1 TOR yeast 115, CR mimetic SO 90, CIT2 TOR yeast 98, AHR activator 18, LAP4 TOR yeast 128, MEP2-GFP yeast 94, RPL19A-GFP yeast 93 and Efflux pump inh 0.0.
Cc1ccc(NC(=O)Nc2ccc3c(c2)CCC3)cc1 was read as AGP1 TOR yeast 106, CR mimetic SO 88, CIT2 TOR yeast 103, AHR activator 7, LAP4 TOR yeast 105, MEP2-GFP yeast 101, RPL19A-GFP yeast 103 and Efflux pump inh -0.1.
`O=C(C1CCN(S(=O)(=O)c2cccnc2)CC1)N1CCN(c2cccc(Cl)c2)CC1` gave AGP1 TOR yeast 102, CR mimetic SO 86, CIT2 TOR yeast 100, AHR activator -2, LAP4 TOR yeast 98, MEP2-GFP yeast 92, RPL19A-GFP yeast 99 and Efflux pump inh -0.3.
Screening Cc1ccc(-n2nc3c(=O)n(CCCC(=O)NCCc4ccccc4C)nc(C)c3c2C)cc1 returned AGP1 TOR yeast 97, CR mimetic SO 101, CIT2 TOR yeast 110, AHR activator -2, LAP4 TOR yeast 91, MEP2-GFP yeast 125, RPL19A-GFP yeast 109 and Efflux pump inh -0.1.
`O=C(Oc1coc(CSc2ncccn2)cc1=O)c1cccc([N+](=O)[O-])c1` gave AGP1 TOR yeast 91, CR mimetic SO 104, CIT2 TOR yeast 95, AHR activator 0, LAP4 TOR yeast 109, MEP2-GFP yeast 94, RPL19A-GFP yeast 94 and Efflux pump inh -0.1.
`CC(C)CCn1c(=O)c2ccccc2n2c(CCl)nnc12` gave AGP1 TOR yeast 103, CR mimetic SO 103, CIT2 TOR yeast 100, AHR activator 4, LAP4 TOR yeast 105, MEP2-GFP yeast 97, RPL19A-GFP yeast 98 and Efflux pump inh 0.1.
For COC(=O)CSC1=C(C#N)C(c2ccc(F)cc2)CC(=O)N1 (stereo not drawn) the results were AGP1 TOR yeast 100, CR mimetic SO 101, CIT2 TOR yeast 97, AHR activator 4, LAP4 TOR yeast 102, MEP2-GFP yeast 100, RPL19A-GFP yeast 99 and Efflux pump inh 0.2.
O=C(NC1=NCCS1)c1nc(-c2ccccc2)n(-c2ccccc2)n1 was read as AGP1 TOR yeast 94, CR mimetic SO 123, CIT2 TOR yeast 94, AHR activator 28, LAP4 TOR yeast 92, MEP2-GFP yeast 92 and Efflux pump inh 0.1.
Screening CC(=O)C1=C(C)NC2(O)c3ccccc3C(=O)C12O (stereo not drawn) returned AGP1 TOR yeast 107, CR mimetic SO 105, CIT2 TOR yeast 106, AHR activator 7, LAP4 TOR yeast 100, MEP2-GFP yeast 107, RPL19A-GFP yeast 107 and Efflux pump inh 0.0.
CN(Cc1ccccc1)c1ncnc(N)c1[N+](=O)[O-] was read as AGP1 TOR yeast 110, CR mimetic SO 99, CIT2 TOR yeast 102, AHR activator 1, LAP4 TOR yeast 106, MEP2-GFP yeast 108, RPL19A-GFP yeast 104 and Efflux pump inh 0.2.
`COc1ccc(-c2ccc(SCC(=O)c3ccc(F)cc3)nn2)cc1OC` gave AGP1 TOR yeast 94, CR mimetic SO 99, CIT2 TOR yeast 90, AHR activator 18, LAP4 TOR yeast 97, MEP2-GFP yeast 96, RPL19A-GFP yeast 98 and Efflux pump inh -0.1.
`O=C(CCCN1C(=O)/C(=C/c2ccccc2Cl)SC1=S)Nc1ccccn1` gave AGP1 TOR yeast 95, CR mimetic SO 93, CIT2 TOR yeast 93, AHR activator -15, LAP4 TOR yeast 108, MEP2-GFP yeast 99, RPL19A-GFP yeast 100 and Efflux pump inh 0.0.
Screening O=C(Nc1ccccc1F)c1oc2ccccc2c1NC(=O)C1CC1 returned AGP1 TOR yeast inconclusive, CR mimetic SO 102, CIT2 TOR yeast inconclusive, AHR activator 57*, LAP4 TOR yeast 104[may fluoresce violet], MEP2-GFP yeast 309*[may fluoresce violet], RPL19A-GFP yeast 43*[may fluoresce violet] and Efflux pump inh 0.3.
COc1cccc(-c2ncc3ccccc3c2COC(=O)c2ccc(C(F)(F)F)cc2)c1 was read as AGP1 TOR yeast 99, CR mimetic SO 89, CIT2 TOR yeast 90, AHR activator 4, LAP4 TOR yeast 109, MEP2-GFP yeast 91, RPL19A-GFP yeast 94 and Efflux pump inh -0.4.
`CCOC(=O)C1CCCN(S(=O)(=O)c2ccc3c(c2)N(C(C)=O)CCO3)C1` (stereo not drawn) gave AGP1 TOR yeast 96, CR mimetic SO 124, CIT2 TOR yeast 98, AHR activator -1, LAP4 TOR yeast 90, MEP2-GFP yeast 93, RPL19A-GFP yeast 98 and Efflux pump inh -0.1.
For O=C(CS(=O)(=O)Cc1ccccc1)N1CCN(c2cccc(C(F)(F)F)c2)CC1 the results were AGP1 TOR yeast 98, CR mimetic SO 120, CIT2 TOR yeast 92, AHR activator 0, LAP4 TOR yeast 95, MEP2-GFP yeast 93, RPL19A-GFP yeast 97 and Efflux pump inh 0.1.
CCOCCCNC(=O)c1ccc2c(=O)n(CCCOCC)c(=S)[nH]c2c1 was read as AGP1 TOR yeast 102, CR mimetic SO 105, CIT2 TOR yeast 101, AHR activator 3, LAP4 TOR yeast 103, MEP2-GFP yeast 99, RPL19A-GFP yeast 98 and Efflux pump inh 0.0.
`CCOC(=O)COn1c(=O)c(-c2ccccc2)[n+]([O-])c2ccccc21` gave AGP1 TOR yeast 106, CR mimetic SO 99, CIT2 TOR yeast 104, AHR activator 2, LAP4 TOR yeast 101, MEP2-GFP yeast 107, RPL19A-GFP yeast 104 and Efflux pump inh -0.3.
Screening CCN(CC)C(=O)CSc1nc2nc(C)cc(C)c2c(=O)[nH]1 returned AGP1 TOR yeast 112, CR mimetic SO 96, CIT2 TOR yeast 103, AHR activator 7, LAP4 TOR yeast 99, MEP2-GFP yeast 102, RPL19A-GFP yeast 101 and Efflux pump inh 0.0.
`Cc1ccc(N2C(N)=C(C#N)C(c3ccsc3)C3=C2CC(C)(C)CC3=O)cc1` (stereo not drawn) gave AGP1 TOR yeast 95, CR mimetic SO 91, CIT2 TOR yeast 98, AHR activator 2, LAP4 TOR yeast 92, MEP2-GFP yeast 95, RPL19A-GFP yeast 97 and Efflux pump inh 0.0.
`Cc1ccc(-n2ncc3c(NNC(=O)c4ccco4)ncnc32)c(C)c1` gave AGP1 TOR yeast 97, CR mimetic SO 82, CIT2 TOR yeast 93, AHR activator -2, LAP4 TOR yeast 98, MEP2-GFP yeast 97, RPL19A-GFP yeast 96 and Efflux pump inh 0.1.
For O=C(NCc1cccs1)c1ccc2ccccc2n1 the results were AGP1 TOR yeast 96, CR mimetic SO 107, CIT2 TOR yeast 102, AHR activator 9, LAP4 TOR yeast 102, MEP2-GFP yeast 98, RPL19A-GFP yeast 102 and Efflux pump inh 0.1.
`O=C(NCCN1CCN(c2ccc([N+](=O)[O-])cc2)CC1)NCc1ccccc1` gave AGP1 TOR yeast 106, CR mimetic SO 91, CIT2 TOR yeast 107, AHR activator 1, LAP4 TOR yeast 97, MEP2-GFP yeast 101, RPL19A-GFP yeast 108 and Efflux pump inh 0.0.
`COc1ccc(NC(=O)c2nn(C)cc2[N+](=O)[O-])cc1` gave AGP1 TOR yeast 102, CR mimetic SO 115, CIT2 TOR yeast 96, AHR activator -1, LAP4 TOR yeast 100, MEP2-GFP yeast 96, RPL19A-GFP yeast 98 and Efflux pump inh 0.1.
`CCOc1ccc(CNc2ccc(N3CCN(Cc4ccccc4)CC3)cc2)cc1` gave AGP1 TOR yeast 92, CR mimetic SO 90, CIT2 TOR yeast 96, AHR activator 0, LAP4 TOR yeast 87, MEP2-GFP yeast 95, RPL19A-GFP yeast 96 and Efflux pump inh 0.3.
For S=c1[nH]c2ccccc2c2ccccc12 the results were AGP1 TOR yeast 99, CR mimetic SO 87, CIT2 TOR yeast 99, AHR activator 10, LAP4 TOR yeast 100, MEP2-GFP yeast 104, RPL19A-GFP yeast 97 and Efflux pump inh -0.2.
For CN1/C(=C\C(=O)COC(=O)c2ccc([N+](=O)[O-])o2)C(C)(C)c2ccccc21 the results were AGP1 TOR yeast 94, CR mimetic SO 111, CIT2 TOR yeast 96, AHR activator 1, LAP4 TOR yeast 136, MEP2-GFP yeast 98, RPL19A-GFP yeast 94 and Efflux pump inh 0.1.
For CCNC(=S)N(Cc1ccco1)Cc1cc2cc(OCC)ccc2[nH]c1=O the results were AGP1 TOR yeast 98, CR mimetic SO 99, CIT2 TOR yeast 94, AHR activator 11, LAP4 TOR yeast 103, MEP2-GFP yeast 101, RPL19A-GFP yeast 103 and Efflux pump inh 0.2.
CCn1nnnc1SCC(=O)c1ccc(NC(C)=O)cc1 was read as AGP1 TOR yeast 108, CR mimetic SO 83, CIT2 TOR yeast 103, AHR activator 2, LAP4 TOR yeast 100, MEP2-GFP yeast 113, RPL19A-GFP yeast 100 and Efflux pump inh -0.1.
`Cc1ccc2c(c1)c1c(n2CC(O)CN2CCOCC2)CCCC1` (stereo not drawn) gave AGP1 TOR yeast 97, CR mimetic SO 82, CIT2 TOR yeast 107, AHR activator 2, LAP4 TOR yeast 83, MEP2-GFP yeast 105, RPL19A-GFP yeast 108 and Efflux pump inh 0.1.
`CCOC(=O)c1sc(NC(=O)Nc2ccccc2Cl)cc1C` gave AGP1 TOR yeast 97, CR mimetic SO 93, CIT2 TOR yeast 92, AHR activator -12, LAP4 TOR yeast 100, MEP2-GFP yeast 99, RPL19A-GFP yeast 99 and Efflux pump inh 0.1.
Screening CCC(=O)NCc1cc(-c2nn(C)c(=O)c3ccccc23)ccc1C returned AGP1 TOR yeast 114, CR mimetic SO 94, CIT2 TOR yeast 111, AHR activator 0, LAP4 TOR yeast 106, MEP2-GFP yeast 108, RPL19A-GFP yeast 108 and Efflux pump inh 0.1.

Screening data deposited in PubChem BioAssay by several laboratories.
